SKKanGAS inh – SKKanGAS growth inhibition. S. pyogenes SKKanGAS, kanamycin growth, BacTiter-Glo, 6 h. inhibition, % at 7.5 µM. 300,000 tested, 1.3% active;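 active means mean replicate score, as percent of positive control median, at least 50; inconclusive means mean below 50 but one replicate at or above 50; inactive means mean and every replicate below 50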;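 further: strain carries kanamycin resistance gene driven by streptokinase promoter and grows in 40 µg/ml kanamycin; loss of luminescence reflects streptokinase promoter inhibition or plain growth inhibition; 0% = median of DMSO wells and 100% = positive control at its reference dose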
MrgX1 allo act – human MrgX1 positive allosteric modulation, primary screen | 310,000 tested, 0.63% active | MrgX1-HEK293, Fluo-4 calcium flux, FDSS; hits give high values | B-score at 10 µM | Q96LB2;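 active means plate-corrected calcium response at least 3 library SD above typical, normal starting fluorescence, not activating the receptor alone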;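 further: compound read alongside a low EC10 to EC30 dose of BAM8-22 agonist; peak minus trough fluorescence over baseline measured at the second addition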
TMEM16A inh – blocks the mouse calcium-activated chloride channel TMEM16A. Q8BHY3. AID 588511. normalized B-score (activity score, 25-100; higher = stronger inhibition) at 10 µM. 310,000 tested, 1.2% active. HEK293 TMEM16A/YFP iodide influx fluorescence, ionomycin;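 active means ratio plate-corrected score three or more library SD toward inhibition, starting fluorescence score within five deviations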;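 further: score derived from kinetic fluorescence span divided by baseline fluorescence per well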
Target sequence (Q8BHY3 whole entry, looked up): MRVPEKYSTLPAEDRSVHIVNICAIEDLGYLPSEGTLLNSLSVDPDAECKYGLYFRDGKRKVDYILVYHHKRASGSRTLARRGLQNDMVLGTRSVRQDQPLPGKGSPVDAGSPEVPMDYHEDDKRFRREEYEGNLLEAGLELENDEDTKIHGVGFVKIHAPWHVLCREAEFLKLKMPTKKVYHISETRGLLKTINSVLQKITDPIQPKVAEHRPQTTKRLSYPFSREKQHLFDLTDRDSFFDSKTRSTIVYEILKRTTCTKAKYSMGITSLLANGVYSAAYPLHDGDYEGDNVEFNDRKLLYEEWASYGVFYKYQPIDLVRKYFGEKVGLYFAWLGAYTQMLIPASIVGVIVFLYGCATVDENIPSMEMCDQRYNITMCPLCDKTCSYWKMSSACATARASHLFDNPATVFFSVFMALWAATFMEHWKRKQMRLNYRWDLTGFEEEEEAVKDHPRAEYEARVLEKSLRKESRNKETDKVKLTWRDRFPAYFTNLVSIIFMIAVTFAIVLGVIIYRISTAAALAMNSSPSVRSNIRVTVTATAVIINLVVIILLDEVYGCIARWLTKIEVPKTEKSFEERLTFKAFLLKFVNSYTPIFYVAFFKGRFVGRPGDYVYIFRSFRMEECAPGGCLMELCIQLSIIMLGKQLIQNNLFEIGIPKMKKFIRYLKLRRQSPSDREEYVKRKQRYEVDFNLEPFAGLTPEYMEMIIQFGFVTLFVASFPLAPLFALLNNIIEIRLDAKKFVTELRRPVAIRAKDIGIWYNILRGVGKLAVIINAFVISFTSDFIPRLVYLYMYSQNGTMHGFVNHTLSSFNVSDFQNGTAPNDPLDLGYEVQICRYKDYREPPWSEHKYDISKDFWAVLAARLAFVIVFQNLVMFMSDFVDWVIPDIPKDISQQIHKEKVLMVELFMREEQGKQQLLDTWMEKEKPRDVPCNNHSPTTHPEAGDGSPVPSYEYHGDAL
MrgX1 ag – activates human MrgX1 receptor signaling; 310,000 tested, 0.44% active; MrgX1-HEK293 cells, Fluo-4 calcium fluorescence, agonist mode; hits give high values; B-score at 10 µM; Q96LB2;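 active means calcium response B-score plate-corrected fluorescence ratio at least 3 library SD, with starting fluorescence B-score inside 5 SD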
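System – MrgX1-expressing HEK293 cells · Incubation – cells plated overnight, dye loaded 0.5 h 37 °C, 0.5 h room temperature · Technique – kinetic Fluo-4 NW fluorescence of intracellular calcium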
HDAC3 inhib – human HDAC3 inhibition | O15379 | recombinant HDAC3, fluorogenic peptide/trypsin coupled, fluorescence | inhibition, % at 8.3 µM | 320,000 tested, 0.15% active | AID 2718; in the data active means inhibition above about 26%, passing the limit was not always enough; inconclusive means no clear call, values can overlap the other calls
TRPC6 inh – blocks the mouse TRPC6 cation channel; Q61143; HEK293-TRPC6, membrane potential dye, ACh-evoked depolarization; hits give low values; B-score at 10 µM; 310,000 tested, 1.1% active; AID 2553;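 active means B-score under library mean minus 3 SD, initial fluorescence not abnormally high, positive integrated signal ratio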;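 further: B-score derived from integrated fluorescence ratio over the kinetic read; more negative B-score means stronger inhibition of depolarization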
TRPC6 activator – mouse TRPC6 channel activation; Q61143; HEK293-TRPC6 membrane potential dye fluorescence; hits give high values; B-score at 10 µM; 310,000 tested, 0.13% active;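 active means B-score of the integrated fluorescence ratio above library mean plus 3 SD, and starting fluorescence ratio within library mean plus 5 SD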;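 further: higher score means more depolarization so channel activation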
RGS4 block – human RGS4 inhibition. P49798. HEK293 M3R/RGS4 inducible, Fluo-4 calcium flux; hits give high values; triggered by carbachol at its EC20. B-score at 10 µM. 310,000 tested, 0.45% active. AID 463165;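 active means B-score, a plate-corrected calcium signal, over three deviations above library mean, with baseline fluorescence within five deviations of library mean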;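 further: RGS4 expression induced by doxycycline in cells with stable M3 receptor; B-score is computed from the integrated fluorescence ratio over baseline after carbachol; higher B-score means a larger calcium signal and so more RGS4 inhibition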
ANO1 activ – mouse TMEM16A channel activation, primary screen; Q8BHY3; HEK293 TMEM16A/YFP-H148Q/I152L, iodide quench fluorescence; hits give low values; B-score at 10 µM; 340,000 tested, 0.3% active;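 active means fluorescence-ratio B-score plate-corrected deviation score at least 3 library SD below zero, with starting fluorescence score within 5 deviations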;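 further: channel opened by trigger with iodide after compound preincubation; score built on the fluorescence ratio of max minus min over baseline; more negative score means more quench and so TMEM16A activation or potentiation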
RGS4 pot – RGS4 potentiation or activation. HEK293 M3R/inducible RGS4, carbachol calcium flux Fluo4; hits give low values. B-score at 10 µM. 310,000 tested, 0.92% active;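 active means B-score of the integrated calcium signal more than 4 SD below the library mean, with starting fluorescence not abnormally high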;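 further: negative B-score means reduced calcium response which marks RGS4 activation or potentiation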
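System: HEK293 FlpIn-TREx cells, stable M3R, doxycycline-inducible RGS4. Timing: overnight RGS4 induction, 30 min dye load 37 °C, 20 min compound RT. Also added: carbachol, ECmax concentration. Measured by: Fluo4 fluorescence kinetic imaging of calcium. Evaluation: integrated calcium ratio converted to B score.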
MrgX1 antag – blocks BAM8-22 activation of human MrgX1 receptor; Q96LB2; MRGX1-HEK293 calcium flux, Fluo-4, BAM8-22 antagonism; hits give low values; B-score at 10 µM; 310,000 tested, 1.3% active; AID 588676;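 active means calcium-response B-score plate-corrected more than 3 library SD below zero, starting fluorescence within 5 deviations, no agonist response on first addition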;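 further: peak minus trough fluorescence over baseline after final BAM8-22 challenge near maximal dose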
An asterisk follows results filed as active; i = inactive; ? = inconclusive; . = no result given.

Compound	SKKanGAS inh	MrgX1 allo act	TMEM16A inh	MrgX1 ag	HDAC3 inhib	TRPC6 inh	TRPC6 activator	RGS4 block	ANO1 activ	RGS4 pot	MrgX1 antag
COc1ccc(NC(=O)C2(S(=O)(=O)c3ccc(C)cc3)CC2)cc1	5	i	i	i	-5	i	i	i	i	i	i
COCC(C)NC(C(=O)Nc1ccc(C)c(Cl)c1)c1ccccc1 (stereo not drawn)	4	i	i	i	-2	i	i	i	i	i	i
COc1ccc(C(=O)Oc2cc(/C=N/NC(N)=S)ccc2OC)cc1	16	i	i	i	7	i	i	i	i	i	i
CCc1noc(C)c1C(=O)N1CCOCC1	0	i	i	i	-20	i	i	i	i	i	i
COC(=O)C1C(=O)NCC1c1ccc(C)cc1 (stereo not drawn)	-1	i	i	i	6	i	i	i	i	i	i
CCOC(=O)C1=C(O)/C(=C/c2cc(C)n(-c3ccccc3)c2C)N=C1C	0	i	i	i	2	i	i	i	i	i	-5*
O=C(Nc1cccc(S(=O)(=O)Nc2ccc(Cl)cc2)c1)c1cc2c(s1)CCCC2	65*	i	i	i	-1	i	i	i	i	i	i
CCOC(=O)Cn1c(COc2ccccc2OC)[n+](C)c2ccccc21	-3	i	i	i	4	i	i	i	i	i	i
CCOC(=O)C1=C(C)OC(N)=C(C#N)C1c1cc(C)sc1C (stereo not drawn)	-9	i	i	i	4	i	i	i	i	i	i
Cc1ccccc1Nc1nc(N)nc(CSc2nnc3sc4ccccc4n23)n1	3	i	i	i	-12	i	i	i	i	i	i
Cc1cccc(OCCOC(=O)Nc2ccccc2)c1	-1	i	i	i	3	i	i	i	i	i	i
CCC1Sc2ccc(S(=O)(=O)CCC(=O)Nc3c(Cl)cc(OC)cc3OC)cc2NC1=O (stereo not drawn)	7	i	i	i	5	i	i	i	i	i	i
Cc1cccc(Nc2nc3c(S(=O)(=O)c4ccccc4)nnn3c3ccccc23)c1C	2	i	i	i	-6	i	i	i	i	i	i
O=C(NCCCn1ccnc1)C(=O)NCC1OCCN1S(=O)(=O)c1ccc(F)cc1 (stereo not drawn)	-6	i	i	i	-1	i	i	i	i	i	i
O=C(COc1ccc(Cl)cc1)Nc1ccc(C(=O)NCc2cccnc2)cc1	-2	i	i	i	8	i	i	i	i	i	i
CC(=O)Nc1cccc(N/C=C(\C=O)c2nc3ccccc3o2)c1	4	i	i	i	-12	i	i	i	i	i	i
Cc1cc(C(=O)NNc2ccccc2F)no1	-3	i	i	i	-2	i	i	i	i	-7.7*	i
COC(=O)c1cc(S(=O)(=O)n2nc(C)c(Br)c2C)c(Cl)cc1Cl	72*	i	i	i	-4	i	i	i	i	i	i
CCn1c(SCC(=O)N2CCN(c3ccc(F)cc3)CC2)nc2ccccc2c1=O	9	i	i	i	0	i	i	i	i	i	i
Cc1cc(NCCNC2=CC(=O)CCC2)nc2ccccc12	-4	i	i	i	2	-5.5*	i	i	i	i	i
C=CCN1C(=O)C(O)(CC(=O)c2c(C)n[nH]c2C)c2cc(Br)ccc21 (stereo not drawn)	1	i	i	i	-3	i	i	i	i	i	i
CCC(C)NC(=O)c1cc(Cl)c(NC(=O)C2=C(C)OCCS2)cc1OC (stereo not drawn)	0	i	i	i	3	i	i	i	i	i	i
CCn1c(SCC(=O)c2c(N)n(C)c(=O)n(C)c2=O)nnc1-c1ccccc1	4	i	i	i	9	i	i	i	.	i	i
O=C(Cn1c(=O)n(CCc2c[nH]c3ccccc23)c(=O)c2cccnc21)Nc1ccccc1F	15	i	i	i	-7	i	i	i	i	i	i
O=P(O)(CP(=O)(c1ccccc1)c1ccccc1)c1ccccc1O	2	i	i	i	1	i	i	i	i	i	i
O=C(CN1C(=O)CSC1=O)Nc1ccc2c(c1)OCCO2	-1	i	i	i	3	i	i	i	i	i	i
CC(=O)N/C(=C/c1ccc2c(c1)OCO2)C(=O)NCc1ccccc1	1	i	i	i	8	i	i	i	i	i	i
Cc1cc(Cl)ccc1NC(=S)NC1CCCC1	3	i	i	i	9	i	i	i	i	i	i
COc1ccc(C2NC(=S)NC(C)=C2C(=O)c2ccccc2)cc1OC (stereo not drawn)	-5	i	i	i	13	i	i	i	i	i	i
O=C(O)c1cccc(NC(=O)c2cn(-c3ccccc3)nc2-c2ccc([N+](=O)[O-])cc2)c1	22	i	i	i	11	i	i	i	i	i	i
Brc1ccc(Cn2c(-c3cncs3)nc3ccccc32)cc1	12	i	i	i	6	i	i	i	i	i	i
Cc1ccccc1N1CCN(C2CCCN(C(=O)c3noc4c3CCCC4)C2)CC1 (stereo not drawn)	-1	i	i	i	2	i	i	i	i	i	i
Cc1nn(-c2ccccc2)c(C)c1/C=C/C(=O)OCC(=O)NC1CCS(=O)(=O)C1 (stereo not drawn)	-12	i	i	i	1	i	i	i	i	i	i
COc1ccc(NC(=O)C(c2ccc(C)cc2)N(C)C(=O)Cc2cccs2)cc1 (stereo not drawn)	-3	i	i	i	-4	i	i	i	i	i	i
Cc1ccc(NC(=O)CC2NCCNC2=O)cc1 (stereo not drawn)	-1	i	i	i	-5	i	i	i	i	i	i
CC(C)(C)NC(=O)C(c1ccco1)N(C(=O)c1csnn1)c1ccccc1 (stereo not drawn)	1	i	i	i	-3	i	i	i	i	i	i
COc1ccc(/C=C2/S/C(=N/N=C3\CC4CCC3(C)C4(C)C)NC2=O)cc1 (stereo not drawn)	?	i	i	i	3	i	i	i	i	i	i
COc1ccccc1NC(=O)CSc1nnc(-c2ccccn2)n1Cc1ccco1	4	i	i	i	0	i	i	i	i	i	i
COC(=O)c1nn(-c2ccc(OC)cc2)c(=O)cc1O	4	i	i	i	5	i	i	i	i	i	i
CCCC(C(=O)O)N1C(=O)/C(=C2\C(=O)N(C)c3ccccc32)SC1=S (stereo not drawn)	.	i	i	i	8	.	.	.	i	.	i
CCOc1cc2[nH]c(=S)n(Cc3ccc(C(=O)NCCCN(CC)CC)cc3)c(=O)c2cc1OCC	4	i	i	i	11	i	i	i	.	i	i
CCOC(=O)C1CCCN(C(=O)c2cc(-c3ccc(C)cc3)nc3ccccc23)C1 (stereo not drawn)	1	i	i	i	9	i	i	i	i	-9.1*	i
O=C(CCN1C(=O)c2ccccc2C1=O)Nc1cc(F)ccc1F	-6	i	i	i	0	i	i	i	i	i	i
O=C(COc1cccc(C(F)(F)F)c1)NCC(c1ccco1)N1CCCCC1 (stereo not drawn)	-6	i	i	i	.	i	i	i	i	i	i
S=C(NCCc1ccccc1)N1CCN(Cc2ccc(Cl)c(Cl)c2)CC1	2	i	i	i	-4	i	i	i	i	i	i
Cc1nn(-c2ccc(Cl)cc2Cl)c(=O)c2ccccc12	-2	i	i	i	6	i	i	i	i	i	i
CC(Oc1cc2oc(=O)c3c(c2cc1Cl)CCC3)C(=O)NCCCN1CCOCC1 (stereo not drawn)	-6	i	i	i	-5	i	i	i	i	i	i
CCC(C(=O)N1CCN(C(=O)c2ccco2)CC1)c1ccccc1 (stereo not drawn)	-5	i	100*	i	0	i	i	i	i	i	i
CC(C)(C)OC(=O)NC(CNCc1ccccc1)Cc1ccccc1 (stereo not drawn)	-2	i	i	i	-2	-5.3*	i	i	i	i	i
CCCCCCCCCc1nc(N)n[nH]1	5	i	i	i	1	i	i	i	i	i	i
CCOC(=O)c1ccoc1CSCc1ccc(C(=O)OC)o1	-2	i	i	i	-2	i	i	i	i	i	i
CCC1CCCCN1C(=O)c1ccc(OC2CCN(C(=O)C3CC3)CC2)cc1 (stereo not drawn)	1	i	i	i	5	i	i	i	i	i	i
CC1CCCN(C(=O)Cn2nnc(-c3ccc(N(C)C)cc3)n2)C1 (stereo not drawn)	-4	i	i	i	11	i	i	i	i	i	i
Cc1cc(/C=C2\SC(N)=NC2=O)c(C)n1-c1ccccc1	15	i	i	i	2	i	i	i	i	i	i
CN(C)CCNC(=O)c1c(CSc2ccccc2)noc1C(=O)NCc1ccccc1	1	i	i	i	16	i	i	i	i	i	i
CCOC(=O)c1c(-c2ccc(-c3ccccc3)cc2)csc1NC(=O)CNCCN(C)C	112*	i	i	i	13	i	i	i	i	i	i
CCOC(=O)C1CCN(C(=O)c2cc(COc3ccc(F)cc3F)on2)CC1	-5	i	i	i	-2	i	i	i	i	i	i
Cc1cc(C(C)(C)C)oc1C(=O)N(CC(=O)NC1CCCC1)Cc1ccc(F)cc1	16	i	i	i	8	i	i	i	i	i	i
CSc1nnc(-c2cc(C)on2)n1-c1ccccc1	2	i	i	i	-1	i	i	i	i	i	i
CC(C)(C)c1nnc(NC(=O)CCS(=O)(=O)c2ccccc2)s1	3	43*	i	i	6	i	i	i	i	i	i

Continued:
Compound	SKKanGAS inh	MrgX1 allo act	TMEM16A inh	MrgX1 ag	HDAC3 inhib	TRPC6 inh	TRPC6 activator	RGS4 block	ANO1 activ	RGS4 pot	MrgX1 antag
CN(C)c1cccc(Oc2nc3c(c(=O)n(C)c(=O)n3C)n2C)c1	2	i	i	i	-5	i	i	i	i	i	i
CC(Sc1nnc(-c2ccc(O)cc2)o1)C(=O)Nc1cccc2ccccc12 (stereo not drawn)	0	i	i	i	-1	i	i	i	i	i	i
CCOc1cccc2cc(-c3cn4cc(C)ccc4n3)c(=O)oc12	3	i	i	i	-1	i	i	i	i	i	i
Cc1ccccc1CN(C)CCc1ccccn1	-1	i	i	i	2	i	i	i	i	i	i
CN(Cc1ccccc1)C(=O)CSc1nc2cc(C(=O)N3CCC(C(N)=O)CC3)ccc2c(=O)n1-c1ccccc1	-12	i	i	i	0	i	i	i	.	i	i
Cn1ccc(-c2cc(C(=O)O)c3ccccc3n2)n1	-2	i	i	i	2	i	i	i	i	i	i
O=C(CNC(=O)c1ccc(Br)o1)NCC(=O)OCc1ccccc1	-6	i	i	i	-9	i	i	i	i	i	i

Bioassay records from PubChem BioAssay.
